Screens deposited in PubChem BioAssay by several laboratories.
SMARCA2 activ – increases SMARCA2 function in MMTV reporter cells; MG213 cells, MMTV-luciferase reporter, dexamethasone, overnight; activation, % at 9.1 µM; 370,000 tested, 1% active; in the data active = activation above about 7.8%;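 also: 0% = vehicle wells and 100% = reference activator wells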
hcDAF-12 act – H. contortus DAF-12 activation, primary screen. HEK293 hcDAF-12 lit1-tk-luc reporter, luminescence; 0% DMSO, 100% Δ7-dafachronic acid. activation, % at 6.8 µM. 370,000 tested, 1.4% active;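 active = activation above the mean of all tested compounds plus 3 SD, cut at about 5.5% in these data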;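 also: 100% = response to 3 µM Δ7-dafachronic acid high control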
sPLA2-III inh – Blocks human group III sPLA2 activity; Q9NZ20; QFRET BODIPY PC-A2 liposome hydrolysis, fluorescence; inhibition, % at 12.2 µM; 370,000 tested, 0.56% active; AID 743126;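 active = inhibition above mean plus 3 SD of compounds lying within the high and low control bounds, cut at about 19% in these data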;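 also: 0% = median of test compound wells and 100% = no enzyme DMSO wells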
GC-B act – GC-B (human) receptor activation | AID 1920062 | P20594 | activation, % at 10 µM | HEK293-GC-B cells, CNP EC30, cGMP TR-FRET; 0% at EC30 CNP, 100% saturating CNP | 370,000 tested, 0.11% active;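 active = activation at 10 µM reaching about 35% in either raw or pattern-adjusted values, limit read from the data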
Target sequence (P20594 whole entry, looked up): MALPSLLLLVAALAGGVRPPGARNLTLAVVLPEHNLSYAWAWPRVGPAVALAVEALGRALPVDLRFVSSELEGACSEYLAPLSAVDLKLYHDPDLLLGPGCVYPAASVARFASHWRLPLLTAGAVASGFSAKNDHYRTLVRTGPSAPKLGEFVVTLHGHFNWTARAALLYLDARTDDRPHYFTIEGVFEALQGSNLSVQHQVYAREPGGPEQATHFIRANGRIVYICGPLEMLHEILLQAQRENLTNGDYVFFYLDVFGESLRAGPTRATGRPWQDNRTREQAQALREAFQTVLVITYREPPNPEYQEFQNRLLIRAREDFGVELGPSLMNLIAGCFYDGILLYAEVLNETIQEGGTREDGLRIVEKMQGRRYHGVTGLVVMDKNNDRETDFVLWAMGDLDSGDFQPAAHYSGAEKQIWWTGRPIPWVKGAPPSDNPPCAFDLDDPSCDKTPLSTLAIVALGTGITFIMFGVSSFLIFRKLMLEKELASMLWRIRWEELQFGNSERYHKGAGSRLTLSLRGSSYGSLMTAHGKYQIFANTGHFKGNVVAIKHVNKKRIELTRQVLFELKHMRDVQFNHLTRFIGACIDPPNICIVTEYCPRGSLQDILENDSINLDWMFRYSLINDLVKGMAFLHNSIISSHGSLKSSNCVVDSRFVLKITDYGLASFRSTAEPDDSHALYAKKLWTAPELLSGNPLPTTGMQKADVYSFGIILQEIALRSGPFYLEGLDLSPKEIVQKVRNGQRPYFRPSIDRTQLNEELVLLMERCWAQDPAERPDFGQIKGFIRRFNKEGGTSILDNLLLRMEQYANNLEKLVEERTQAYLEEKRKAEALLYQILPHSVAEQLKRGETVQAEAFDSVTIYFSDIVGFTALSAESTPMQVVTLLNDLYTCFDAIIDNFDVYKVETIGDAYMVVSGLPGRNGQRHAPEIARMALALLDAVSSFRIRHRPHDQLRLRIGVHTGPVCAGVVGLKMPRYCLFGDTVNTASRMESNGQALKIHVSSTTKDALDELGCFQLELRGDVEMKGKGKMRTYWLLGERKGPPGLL
FXN GAA850 act – increases GAA850 frataxin promoter reporter activity | HEK293 lucGAA850 FXN promoter luciferase reporter, 24 h; percent of 10 µM SAHA response | activation, % at 6 µM | 360,000 tested, 0.56% active | AID 540364;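 active = activation above the average of all compounds screened plus 3 SD, cutoff fixed separately per campaign, cut at about 7.5% in these data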;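 also: 0% = DMSO wells and 100% = 10 µM SAHA wells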
DAX1 inh-1 – inhibitors of DAX1 repression of SF-1 activated StAR promoter. AID 652010. HEK293T StAR-luciferase reporter, SF-1/DAX-1 repression relief. 370,000 tested, 1.1% active. inhibition, % at 6.8 µM;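 active = inhibition above the mean over all tested compounds plus 3 SD, cut at about 3.6% in these data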;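 also: 0% = DAX-1 cells with DMSO and 100% = cells lacking DAX-1 with DMSO; higher inhibition means more luminescence from relief of DAX-1 repression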
hgDAF-12 ag – hgDAF-12 agonism, primary luciferase screen | AID 687014 | 370,000 tested, 1.8% active | HEK293 GAL4-hgDAF12 UAS-luciferase reporter, agonist luminescence; normalized to butyrate control | activation, % at 6.8 µM;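 active = activation above a cutoff set at the mean of all screened compounds plus 3 SD, cut at about 10% in these data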;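 also: 0% = DMSO wells and 100% = sodium butyrate wells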
ssDAF-12 act – S. stercoralis DAF-12 activation, primary screen; HEK293 ssDAF-12/GRIP1 lit1-tk-luc reporter, luminescence; % of 3 µM dafachronic acid response; activation, % at 6.8 µM; 370,000 tested, 1% active;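 active = activation above the mean over all tested compounds plus 3 SD, cut at about 0.9% in these data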;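 also: 0% = DMSO-only wells and 100% = 3 µM delta7-dafachronic acid wells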
proKLK7 act – activators of human kallikrein-7 zymogen; purified proKLK7, EDANS-DABCYL substrate fluorescence; 100% is mature enzyme control, 0% vehicle; 370,000 tested, 0.9% active; AID 652039; activation, % at 7 µM; P49862;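 active = activation above the mean of all tested compounds plus 3 SD, computed per campaign excluding outliers beyond control limits, cut at about 13% in these data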
GC-A act – GC-A (human) enzyme activation. P16066. HEK293 GC-A cells, cGMP TR-FRET, EC30 ANP; 0% at EC30 ANP, 100% saturating ANP. activation, % at 10 µM. 370,000 tested, 0.14% active. AID 1671463; in the data active = activation above about 40%
DAX1 inh-2 – NR0B1 (DAX1) inhibition; P51843; 340,000 tested, 0.99% active; AID 504766; inhibition, % at 6.75 µM; HEK293 Gal4-DAX1 luciferase reporter, luminescence;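 active = inhibition above the mean over all tested compounds plus 3 SD, cut at about 4.2% in these data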;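 also: 0% = DAX1-transfected cells with DMSO and 100% = empty-vector control cells with DMSO; inhibition shows as a rise in luminescence from relieved DAX1 repression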
* = called active by the depositor; . = no result given.

SMILES	SMARCA2 activ	hcDAF-12 act	sPLA2-III inh	GC-B act	FXN GAA850 act	DAX1 inh-1	hgDAF-12 ag	ssDAF-12 act	proKLK7 act	GC-A act	DAX1 inh-2
COc1ccccc1OCCNC(=O)C(c1ccccc1)c1ccccc1	-3	-1.3	-2	0	-6.2	0.0	-1.1	-1.6	0.6	-5	1.8
Cn1c(NC(=O)c2ccc(F)cc2)nc2ccccc21	3	14*	3	-1	4.2	1.9	19*	1.9*	0.4	-1	1.7
COc1cc(O)oc1C=Nc1ccc(C(=O)O)cc1	0	-2.1	3	4	2.5	1.1	0.5	-1.1	3.0	-3	0.0
NC(=O)CC(NC(=O)Cc1cccc2ccccc12)c1ccc(NCc2ccccn2)c([N+](=O)[O-])c1 (configuration not stated)	1	-1.2	-1	1	-2.8	0.0	0.9	-1.3	0.6	3	0.4
Cc1nc(CC(=O)NNS(=O)(=O)c2ccc(F)c(Cl)c2)cs1	-2	3.2	-2	0	1.1	-0.3	-2.4	-1.1	-0.7	1	-1.1
COC(=O)c1cc(C(=O)Nc2nnc(C3CC3)s2)cc([N+](=O)[O-])c1	-4	-1.9	6	0	-0.4	0.6	-5.3	-1.3	0.2	-3	0.2
CC1Oc2ccccc2N(Cc2ccccc2F)C1=O (configuration not stated)	-2	0.2	-7	-3	.	-0.3	0.3	-1.1	-0.2	-7	.
Cc1ccc(NC(=O)c2sc(N)nc2-c2ccc([N+](=O)[O-])cc2)c(C)c1	-1	-1.3	6	3	3.3	-0.9	-3.2	-2.2	0.3	-11	0.3
Cc1ccc2[nH]c(=O)c(CN(CC3COCCO3)C(=O)Nc3ccccc3C)cc2c1 (configuration not stated)	0	0.3	1	1	0.3	0.1	-1.5	-1.5	-0.6	-4	-1.5
COc1ccc(NC(=O)Nc2ccc(OCC(=O)N3CCOCC3)cc2)cc1OC	4	-0.4	3	-1	1.2	0.5	2.0	-1.5	0.0	0	-0.4
COc1ccc(C(=O)OCC(=O)Nc2nc3c(F)c(F)c(F)cc3s2)cc1OC	-2	-0.8	1	-6	-0.8	0.0	-1.6	-1.9	0.4	2	-0.8
O=C(COc1ccccc1[N+](=O)[O-])Nc1cccc(C(=O)Nc2ccccc2C(=O)O)c1	1	2.2	-9	4	1.5	-0.1	5.5	-0.1	-0.3	-4	1.1
Cc1ccc(NC(=S)NC(=O)/C=C/c2ccc(Cl)cc2)cc1	-1	-0.9	8	-1	0.8	-0.2	-2.2	-1.0	0.1	3	0.7
CC(=O)c1sc(NC(=O)CCCOc2ccc(Cl)cc2)nc1C	-3	-0.7	-6	-6	-1.5	-0.2	1.2	-1.8	-0.2	1	-1.9
CCN(Cc1ccccc1)C1CCN(Cc2ccc(SC)cc2)CC1	-3	-1.0	0	-1	-0.9	1.7	-1.8	-1.8	0.2	-4	-0.5
CCCN(CCc1ccccc1)C1CCc2c(O)cccc2C1 (configuration not stated)	-2	-0.8	-16	-4	-1.1	0.4	-0.5	-1.6	0.4	-10	-1.7
NC(=O)COC(=O)c1ccc2c(c1)C(=O)N(Cc1ccco1)C2=O	-3	-1.3	9	-1	0.0	0.2	0.6	-0.4	0.6	1	0.2
CC(C)COP(=O)(OCC(C)C)C(Nc1ccccc1)c1ccc(F)cc1 (configuration not stated)	-1	1.0	2	-17	0.3	-1.1	0.8	-1.4	-0.7	-22	0.1
O=C(c1ccc(CNc2c(N3CCCC3)c(=O)c2=O)cc1)N1CCc2ccccc2C1	-4	-1.9	-2	-5	-0.6	0.0	0.6	-1.0	0.8	-4	-0.6
COc1ccc(Oc2ccccc2/C=C/C(=O)O)cc1	0	-1.0	-2	0	-1.0	0.4	-2.0	-1.0	0.0	-1	-0.6
CCCCn1c(N)c(N2CCOCC2)c(=O)n(CC(=O)NCCc2ccccc2)c1=O	-3	-0.2	0	0	-1.2	-0.6	-1.6	-1.2	-0.2	-3	-0.1
C[C@H](CO)N1C[C@H](C)[C@@H](CN(C)S(C)(=O)=O)Oc2ccc(NC(=O)Nc3ccc(C(F)(F)F)cc3)cc2C1=O	0	-1.7	-15	-6	-2.6	-0.2	2.9	-1.0	-0.2	1	0.6
COc1ccc(CN2CCCC(C(=O)c3ccc(SC)cc3)C2)cc1Cn1cccn1 (configuration not stated)	-3	-0.6	-12	-5	-3.4	-1.1	-1.9	-1.9	-0.4	-14	-1.9
Cc1c(C(=O)O)sc2nc3n(c(=O)c12)CCC3	0	-2.0	4	-1	0.3	-0.2	-4.3	-1.6	0.2	1	-0.9
C[C@@H]1CCCCO[C@H](CN(C)S(=O)(=O)c2ccccc2)[C@@H](C)CN([C@H](C)CO)C(=O)c2cc(NC(=O)Cc3ccccc3)ccc2O1	-3	0.4	-8	2	-1.8	-0.7	-1.4	-1.0	0.6	4	0.2
COc1ccccc1OCc1ccc(C(=O)N2CCN(C)CC2)o1	-2	-2.8	11	5	1.9	-0.3	0.4	-1.4	-0.2	0	-0.2
COc1ccc(F)cc1S(=O)(=O)N1CCCN(S(=O)(=O)c2cc(F)ccc2OC)CC1	3	-1.6	2	2	-0.8	-0.4	-2.7	-1.3	0.4	-1	-1.5
CC(=O)Nc1ccc(CN2CCCC(CCC(=O)NCc3ccccc3F)C2)cc1 (configuration not stated)	-1	0.3	2	0	-0.3	0.0	-1.5	-0.9	0.3	1	1.4
CC(=O)Nc1c(C(=O)N2CCCCCC2)cnn1-c1ccccc1	1	-0.7	-1	-3	0.9	-0.4	3.9	-1.0	0.0	1	0.2
COC(=O)[C@@H](NC(=O)NCc1cccs1)C(C)C	0	-1.2	-2	-1	0.8	-0.9	-0.8	-0.4	0.2	1	0.9
CC(C)c1ccc(C(C(=O)NC2CCCCC2)N(C(=O)c2csnn2)C2CC2)cc1 (configuration not stated)	-2	3.6	-1	-3	1.7	-0.1	-1.0	-0.4	0.3	4	0.2
Cc1ccccc1-c1nc(CS(=O)(=O)CC(=O)N2CCc3ccccc3C2)c(C)o1	0	-1.9	-25	-3	-0.3	1.1	0.3	-1.9	-0.1	-8	-0.7
O=C(c1ccc2c(=O)n(C3CCCC3)c(=S)[nH]c2c1)N1CCN(C2CCCCC2)CC1	0	-0.7	-3	-2	0.9	0.7	-1.9	-1.5	-0.1	1	-0.4
CCS(=O)(=O)CCSc1nc2c(cc1C#N)CCCC2	0	-2.2	4	-4	4.9	-0.4	1.9	-1.4	0.0	1	-1.1
CN(C)CCNC(=O)COc1cccc(Cl)c1	0	-1.5	6	2	-1.8	0.2	-2.0	-1.2	-0.1	3	1.0
O=[N+]([O-])c1cccc(-c2nc(-c3ccncc3)no2)c1	2	-0.6	7	8	1.3	-1.5	4.3	-0.1	0.1	-3	0.8
Cc1ccc(NC(=O)Cn2nc([N+](=O)[O-])c(Br)c2C)cc1C	-2	-0.5	-1	-1	0.6	-0.3	-0.3	-1.5	1.0	-7	-0.9
Nc1c(-c2ccccc2)c(CN2CCOCC2)nn1-c1ccc(F)cc1	-2	-1.9	7	10	2.1	-0.4	-0.9	-1.4	-0.5	-6	1.6
COc1ccccc1N1CCN(S(=O)(=O)c2cc(Br)cnc2N)CC1	2	-1.4	4	1	-0.7	0.1	2.2	0.6	0.0	-5	0.3
O=C(NCCCc1ccccc1)[C@H](Cc1c[nH]c2ccccc12)NC1(C(=O)NCCc2c[nH]c3ccccc23)CCC1	.	2.6	-67	-6	.	.	0.6	-0.5	.	-9	.
O=S(=O)(c1ccc(F)cc1)N1CCN(C(=S)NCc2ccccc2)CC1	-5	-1.2	-3	-2	-1.4	0.2	-0.6	-2.0	0.3	-4	-0.6
O=C(NNC(=O)c1ccncc1)Nc1ccccc1	-2	1.0	-3	-8	0.3	-0.1	-1.7	-0.8	0.1	-1	0.0
CCN(C[C@H]1N[C@@](CC)(C(=O)OC)[C@H]2C(=O)N(Cc3ccccc3)C(=O)[C@@H]12)C(=O)c1ccc(C)cc1	-1	-2.5	-2	6	0.1	-2.0	-4.0	-1.4	-0.2	2	-1.6
Cc1cccc(S(=O)(=O)NC(=O)C2(C)CCN2C(=O)CCc2ccccc2)c1 (configuration not stated)	0	1.4	0	7	2.2	0.2	-4.6	-1.1	-0.6	-2	.
CC(=O)Nc1cccc2ccc(O)cc12	-5	6.7*	-12	0	-1.5	1.7	-0.8	-0.6	-0.6	-3	-0.7
Cc1cccc(C)c1NC(=O)COC(=O)c1ccc([N+](=O)[O-])o1	-1	-0.5	-5	-1	-1.4	0.3	1.3	-0.7	-0.1	0	0.2
CC(=O)NC(CC(=O)NNC(=O)C(C)Oc1ccccc1F)c1ccccc1 (configuration not stated)	-1	0.3	15	1	1.9	-1.2	0.7	-1.0	0.2	-1	1.1
O=C(Nc1ccccc1)c1ccc(NC(=O)C2CC2)cc1	6	0.2	7	2	3.5	6.5*	5.2	-0.7	-0.5	1	0.4
Cc1ccc(S(=O)(=O)N2CCN(C(=O)c3cc(S(=O)(=O)N4CCOCC4)c(Cl)cc3Cl)CC2)cc1	-4	-0.9	12	4	0.9	-1.8	-3.4	-1.1	0.4	0	-0.1
Cc1cc(N2CCCC2=O)ccc1S(=O)(=O)Nc1c(C)nn(C)c1C	-5	-0.8	8	0	-1.4	-1.5	-2.1	-1.8	-0.1	0	-1.4

Reprinted at random: 2 compounds from above
SMILES	SMARCA2 activ	hcDAF-12 act	sPLA2-III inh	GC-B act	FXN GAA850 act	DAX1 inh-1	hgDAF-12 ag	ssDAF-12 act	proKLK7 act	GC-A act	DAX1 inh-2
Cc1ccc(S(=O)(=O)N2CCN(C(=O)c3cc(S(=O)(=O)N4CCOCC4)c(Cl)cc3Cl)CC2)cc1	-4	-0.9	12	4	0.9	-1.8	-3.4	-1.1	0.4	0	-0.1
O=S(=O)(c1ccc(F)cc1)N1CCN(C(=S)NCc2ccccc2)CC1	-5	-1.2	-3	-2	-1.4	0.2	-0.6	-2.0	0.3	-4	-0.6

Additional records follow.
SMILES	SMARCA2 activ	hcDAF-12 act	sPLA2-III inh	GC-B act	FXN GAA850 act	DAX1 inh-1	hgDAF-12 ag	ssDAF-12 act	proKLK7 act	GC-A act	DAX1 inh-2
COc1ccc(NC(=O)Cc2ccsc2)cc1S(=O)(=O)N1CCCCC1	5	-2.4	-6	4	-1.1	-0.7	-1.3	-1.4	-0.1	0	0.3
O=C(CCSc1nnc(-c2ccc(O)cc2)o1)N1CCOCC1	0	-0.2	6	-6	0.6	-0.3	-2.7	-0.8	-0.3	0	0.7
CSc1ccc(CCNC(=O)CS(=O)(=O)Cc2nc(-c3ccccc3F)oc2C)cc1	-3	-0.7	4	1	0.4	0.1	0.1	-1.1	0.0	-3	0.8
O=C(Nc1nnc(SCc2ccccn2)s1)C1CC(=O)N(c2ccc(F)cc2)C1 (configuration not stated)	-1	-0.8	-5	9	-1.2	0.4	-0.7	-0.8	0.5	-3	1.3
Cc1cccc(NC(=O)N2CCCC2C(=O)NCc2ccccc2)c1 (configuration not stated)	-1	-1.1	3	4	0.1	0.0	-0.1	-1.6	-0.1	2	0.1
COc1ccc(/C(N)=N/OC(=O)COc2ccccc2Cl)cc1	1	-1.0	0	-2	5.3	-0.1	7.3	0.2	-0.4	-1	0.7
Cc1sc2nc(C3CC3)nc(SCC(=O)N3CCc4ccccc4C3)c2c1C	1	-0.9	-7	0	-2.6	-0.4	-2.7	-1.7	0.3	-3	0.8
